# H9c2 TAG inh = triacylglycerol accumulation inhibition; inhibition, % at 12.5 µM; hit rate 0.66% among 230,000; H9c2 cells, Nile Red lipid (TAG) fluorescence; cells loaded with 200 µM oleic acid; AID 651582;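 active = pattern-corrected inhibition of lipid staining of at least 50% with the nuclear-stain viability signal not falling by more than 50%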;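 also: 0% = DMSO wells and 100% = triacsin C control wells; some results filed as inactive read as strong as hits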
# H9c2 TAG inh DAPI viability = further read-out of H9c2 TAG inh, marked with its call; DAPI nuclei signal change (viability), lower = more cytotoxic, %;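 whole-well DAPI fluorescence read on a plate reader as a viability signal; minus 50 percent equals half of cells still viable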
# Numbers without * were called inactive.
molecule,H9c2 TAG inh DAPI viability,H9c2 TAG inh
Cc1ccc(C(=O)OCC(=O)NNC(=O)c2ccc([N+](=O)[O-])cc2)o1,-1,9
CC(=O)Nc1ccc(NC(=O)Cn2c(=O)n(-c3ccc(F)cc3)c(=O)c3oc4ccccc4c32)cc1,7,-5
Cn1cccc1/C=N/n1c(-c2ccccc2)n[nH]c1=S,5,-10
CCc1nnc(NC(=O)C2c3ccccc3Oc3ccccc32)s1,0,3
N/C(=N\OC(=O)CCCN1C(=O)c2ccccc2C1=O)c1ccc(Br)cc1,6,-3
O=[N+]([O-])c1cc2c(c3cccnc13)COCO2,-4,1
CCN1C(=O)N[C@@H](c2cccs2)C(C(=O)OC)=C1C,-8,-19
O=C(Cc1ccc2c(c1)OCCO2)Nc1ccc(Cl)c(S(=O)(=O)N2CCOCC2)c1,-2,-6
CC(C)CNC(=O)COC(=O)c1ccc(Cl)c(S(N)(=O)=O)c1,0,-21
O=c1[nH]c(NC2CCCCC2)nnc1Cc1ccccc1,-5,2
COc1ccc(N2C(=O)CC(Nc3ccc(N4CCOCC4)cc3)C2=O)c(OC)c1 (stereo not given),-2,4
Cn1c(Oc2ccncc2)nc2cc(-c3ccsc3)sc2c1=O,10,13
COc1ccc(OC)c(NC(=O)C2(C)CCN2Cc2ccccc2Cl)c1 (stereo not given),5,-8
CCC(CC)C(=O)N(C)c1c(C)nc2c(OCc3cccc(OC)c3)cccn12,-4,-3
Cc1cc(NC(=O)CSc2nnc(-c3ccncc3)n2Cc2ccccc2)n(-c2ccccc2)n1,-9,9

# Some values from the list:
# `COc1ccc(N2C(=O)CC(Nc3ccc(N4CCOCC4)cc3)C2=O)c(OC)c1` (stereo not given) in H9c2 TAG inh is listed with 4
# `O=C(Cc1ccc2c(c1)OCCO2)Nc1ccc(Cl)c(S(=O)(=O)N2CCOCC2)c1` in H9c2 TAG inh DAPI viability is listed with -2

# Other entries
molecule,H9c2 TAG inh DAPI viability,H9c2 TAG inh
Cc1ccccc1NC(=O)C(C)OC(=O)CCC(=O)N(CC(C)C)c1c(N)n(CC(C)C)c(=O)[nH]c1=O (stereo not given),-1,-9
CC1(C)CC(=O)C2=C(C1)N(CCN1CCOCC1)C1=C(C(=O)CC(C)(C)C1)C2c1cccc(F)c1,-1,-8
COc1ccc(NC(=O)Cn2c(C(C)C)nc(C)cc2=O)cc1Cl,-5,9
COc1ccc(C(CNC(=O)CSc2ccccc2F)N2CCOCC2)cc1 (stereo not given),4,9
CCc1ccc(OCC(=O)N(CC)CC)cc1,-2,-8
CCOc1ccc(OCCC(=O)OCC(=O)N(CC)c2c(N)n(Cc3ccccc3)c(=O)[nH]c2=O)cc1,-10,1
FC(F)Oc1ccc(NC(=S)NCc2ccco2)cc1Cl,2,1
CCOCCCNC(=O)c1ccc(C2SCC(=O)N2Cc2ccccc2)cc1 (stereo not given),10,-3
CCCS(=O)(=O)N1CCN(S(=O)(=O)c2ccccc2)CC1,23,-10
CCOC(=O)C1=C(C)NC(C)=C(C(=O)OCC)C1C(=O)OCC(=O)N(C)C1CCS(=O)(=O)C1 (stereo not given),-12,11
CC(=O)NNS(=O)(=O)c1ccc(-c2cc(C(F)(F)F)n(C)n2)s1,-2,3
Nc1ccc(-c2nc3cc(N)ccc3s2)cc1,82,8
O=C(c1ccc2c(c1)OCO2)N1CCC2(CC1)Oc1ccc(Cl)cc1C(=O)C21CC(c2cccnc2)=NO1 (stereo not given),2,-6
COC(=O)c1ccc(OC(=O)C23CCC(C)(C(=O)O2)C3(C)C)cc1 (stereo not given),-3,0
Fc1ccc(N/N=C/c2cccnc2)c(F)c1,-7,-12

# Other structures follow.
molecule,H9c2 TAG inh DAPI viability,H9c2 TAG inh
COc1ccccc1CNC(=O)CNC(=O)c1cn(-c2ccccc2OC)c(=O)c2ccccc12,4,8
Cc1cccc(-c2ccc3[nH]c4c(c3c2)CCN2C[C@@H]([C@H](C)O)[C@@H](N(C)C(=O)NC3CCCCC3)C[C@@H]42)c1,1,30
O=C(C(=O)N1CCCc2ccccc21)N1CCCc2ccccc21,2,-9
CC(=O)NNc1cc(=O)c2c(=O)n(C)c(=O)n(C)c2[nH]1,-8,5
Cc1ccn2cc(CSc3ccccc3)nc2c1,-6,2
CC1CCN(C(=O)c2scc3c2OCCO3)CC1,-11,-18
CCN1CCc2c(sc(NC(=O)Cc3ccccc3)c2C(N)=O)C1,11,-2
CCc1ccc2nc(NC(=O)CSCc3c(C)noc3C)sc2c1,-9,15
CC(C)N(C(=O)[C@H]1C[C@H](CC(=O)NCC23CC4CC(CC(C4)C2)C3)C(=O)N2CCc3c([nH]c4ccc(Cl)cc34)[C@]12C)C(C)C,-53,79
CNC(=S)NNC(=O)c1noc(C)c1C(=O)N1CCN(C(c2ccccc2)c2ccccc2)CC1,-10,-10
O=C(NCc1cccs1)[C@@H]1CSC2c3ccccc3C(=O)N21 (stereo not given in full),-8,5
COc1cc(/C=C/C(=O)OC(C)C(=O)Nc2c(C)n(C)n(-c3ccccc3)c2=O)ccc1OCC#N (stereo not given),-4,3
CCN(CC)C(=O)Cn1ncc2c1-c1ccccc1OC2,7,1
CCc1ccccc1NC(=O)c1onc(C)c1Cl,-4,-17
CCOCCCNC(=O)C(c1ccccc1)N(Cc1ccc2c(c1)OCO2)C(=O)CNC(C)=O (stereo not given),2,-2

# Remaining list, next part.
molecule,H9c2 TAG inh DAPI viability,H9c2 TAG inh
CCN1CCN(Cc2c(C)[nH]c3ccc(C(=O)OC)cc3c2=O)CC1,-12,10
Cc1ccc(F)cc1NC(=O)N1CCCN(C(=O)OC(C)(C)C)CC1,6,-8
CSc1nc(=O)n(-c2ccccc2)c(C)c1C(C)=O,0,10
Cc1ccc(O)c(CO)n1,-2,-8
CN(C)c1ccc(/C=N\NC(=O)c2csnn2)cc1,-36,31
C[C@@H]1C=C(C(=O)NCc2nc3ccccc3[nH]2)O[C@H](OCc2ccc(CO)cc2)C1,10,-15
O=C(c1ccco1)N1CCN(C(=O)c2cc3c(=O)oc4ccccc4c3s2)CC1,-5,-19
O=C(c1ccc(-n2cncn2)c2ccoc12)N1CCOCC1,1,20
Fc1cccc2ncnc(OCc3ccccc3)c12,-7,1
COc1ccc(CCNCc2ccc(OCC(=O)N3CCCCC3)c(OC)c2)cc1OC,3,-7
CCCCCCSc1cc(-c2nc3cc(C)ccn3c2NCCCC)ccc1OC,119,2
Cc1ccc(NC(=O)CN(C)C(=O)C(C)OC(=O)c2ccccc2NCCO)cc1 (stereo not given),12,2
N#Cc1nc(-c2ccc(F)cc2)oc1NCCN1CCOCC1,-1,5
O=C(/C=C/c1cccs1)c1cc(Cl)ccc1OC(=O)N1CCOCC1,-14,1
COc1ccc(OC)c(-c2nnc(SCC(=O)NC3CCCCC3)o2)c1,1,16

# For reference, part of the list above:
molecule,H9c2 TAG inh DAPI viability,H9c2 TAG inh
Cc1ccc(F)cc1NC(=O)N1CCCN(C(=O)OC(C)(C)C)CC1,6,-8
CSc1nc(=O)n(-c2ccccc2)c(C)c1C(C)=O,0,10

# New compounds follow
molecule,H9c2 TAG inh DAPI viability,H9c2 TAG inh
Cc1cc(C(=O)NCCc2ccc(Cl)cc2)n(-c2ccccc2)n1,2,-1
O=C(O)c1ccc(S(=O)(=O)Cc2ccccc2)cc1,-2,8
COC(=O)CCCCCCCCC(=O)Nc1nc2ccccc2s1,3,22
CC(=O)c1c(O)cc(C)n(-c2ccc(F)cc2)c1=O,5,-8
CN1CCN(C(=S)c2cn(Cc3ccccc3F)c3ccccc23)CC1,19,-6
O=S(=O)(c1ccc(-c2ccno2)s1)N1CCCCC1,1,-8
COC(=O)c1nnn(-c2ccsc2C(=O)OC)c1C(=O)OC,-6,-17
O=c1cc(CN2CCN(S(=O)(=O)c3ccccc3)CC2)nc2ccc(Cl)cn12,-4,-1
Cc1cc(C)nc(SCC(=O)OCC(=O)N(C)c2c(N)n(Cc3ccccc3)c(=O)[nH]c2=O)n1,-5,-7
CCC(C)NC(=O)CCC(=O)Nc1ccc2nc(N3CCOCC3)cc(C)c2c1 (stereo not given),-10,21
O=C(CSc1ncccn1)NCCc1ccccc1,-5,-13
Cn1c(NCCc2ccccc2)cc(=O)n(C)c1=O,0,3
COc1ccc(C(=O)NNC(=O)c2ccc3ccccc3n2)cc1,-10,-11
OC(c1ccccc1)C(O)c1ccccc1 (stereo not given),0,1
C=C(C)Cn1c(CCNC(=O)C(C)(C)C)nc2ccccc21,3,-4

# Later entries.
molecule,H9c2 TAG inh DAPI viability,H9c2 TAG inh
Cc1nc2sc(C(c3ccco3)N3CCN(c4ccccc4)CC3)c(O)n2n1 (stereo not given),-1,-11
O=C(CNC(=O)c1cccs1)Nc1ccncc1,-7,2
CCOc1ccc(Br)cc1S(=O)(=O)Nc1ccc(N2CCOCC2)cc1,-6,-9
OCC1(Cc2ccc(F)cc2)CCCN(Cc2ccc(F)cc2Cl)C1 (stereo not given),4,-28
CN(C(=O)c1ccc(NC(=O)Cc2cccc(NC(=O)C3CCN(C(=O)C4CCCCC4)CC3)c2)cc1)C1CC1,-5,-3
C[C@@H]1CN([C@@H](C)CO)C(=O)c2cc(C#Cc3cccc(F)c3)cnc2O[C@H]1CN(C)C(=O)C1CCCCC1,11,0
CN(C)C(=O)c1ccc2c(c1[N+](=O)[O-])C(=O)c1ccccc1C2=O,7,3
C(=C\n1nnc2ccccc21)/c1ccccn1,4,4
O=C(O)c1ccc(OCC(F)(F)F)nc1,-1,0
COc1ccc(-c2cc(-c3ccccc3)n3ncnc3n2)cc1,61,-2
FC(F)Sc1ccc(-n2c(-c3ccc(Cl)cc3)c[n+]3c2CCC3)cc1,37,-30
CCOC(=O)C1=CN(CC)CCC1=O,5,0
CCN(CC(=O)Nc1c(F)cccc1F)C(=O)Cc1sc(C)nc1-c1ccc(F)cc1,3,-8
CCON1C(=O)CN(C(=O)OC)C1c1ccc(Cl)cc1Cl (stereo not given),3,-12
CC1CCN(c2c(NCC3CCC(C(=O)N4CCCCC4)CC3)c(=O)c2=O)CC1 (stereo not given),-3,-1

# More structures follow.
molecule,H9c2 TAG inh DAPI viability,H9c2 TAG inh
O=C(NC(=S)NNC(=O)c1ccccc1O)c1ccc(F)cc1,-1,7
O=C1N=C(N2CCOCC2)SC1=Cc1ccco1,9,-8
CC(=O)c1sc(Nc2nc(C)cc(C)n2)nc1C,0,1
CCOC(=O)N(C)c1c(CC)nc2c(OCc3ccc(OC(F)F)cc3)cccn12,-20,-1
Cc1ccc2[nH]c(-c3ccccc3)cc(=O)c2c1,-26*,53*
CC(=O)c1sc(NC(=O)COc2ccc([N+](=O)[O-])cc2)nc1C,-4,-11
Cc1ccc(-c2nnc(N3CCOCC3)c3ccccc23)cc1S(N)(=O)=O,-14,-7
Cc1noc(C(=O)NCc2ccc(F)cc2)c1Cl,0,-2
O=S(=O)(Nc1ccc(S(=O)(=O)Nc2ccccc2)cc1)c1ccccc1,-9,-7
COc1ccc(C(=O)c2nc3c(n2O)CCCC3)cc1OC,4,11
CCN(CC)CCOC(c1ccccc1)c1ccc(C)cc1 (stereo not given),19,-21
NC(=O)c1ccc[n+](CCC[n+]2cccc(C(N)=O)c2)c1,-2,2
O=C(COC(=O)c1cc(S(=O)(=O)N2CCCCC2)ccc1N1CCOCC1)c1ccccc1,0,-4
N#CC1=C2Nc3ccccc3N2C(=O)NC1(c1ccccc1)C(F)(F)F (stereo not given),-5,-1
CSc1ccc(S(=O)(=O)NCC(=O)OCC(=O)N(C)C2CCCCC2)cc1[N+](=O)[O-],5,3

# The list continues:
molecule,H9c2 TAG inh DAPI viability,H9c2 TAG inh
O=C(Nc1nnc(-c2ccccc2)o1)Nc1ccccc1Cl,0,5
CC(SCc1cc(=O)n2c([nH]c3ccccc32)c1C#N)C(=O)O (stereo not given),11,7
COc1ccc(Cl)cc1N(CC(=O)NC1CC1)S(=O)(=O)c1ccc(C)c([N+](=O)[O-])c1,0,-1
CN(C1=NS(=O)(=O)c2ccccc21)c1ccc(OC(=O)c2ccccc2F)cc1,7,-12
CC(=O)C1CCC2C3CCC4=CC(=O)C=CC4(C)C3CCC12C (stereo not given),15,3
COc1ccc(/C=C(\C#N)C(=O)OCC(=O)N(C)C2CCS(=O)(=O)C2)cc1 (stereo not given),-12,11
Cc1cccc(NC(=O)CSc2cc(C)c(C#N)c3nc4ccccc4n23)c1,-5,-3
Cc1ccc(SCCC(=O)NC2CC2)cc1,12,-9
O=C(NNc1cc(Cl)ccc1Cl)c1cccs1,8,-23
CC1(N2CCCCC2)CC2(O)C(=[N+]1[O-])CCC/C2=N\O (stereo not given),4,0
Cc1ccc(C(=O)NCCc2nnc3ccc(N4CCCC4)nn23)cc1,-5,1
C=CC[C@@H](Cc1ccc(F)cc1)C(=O)OC[C@H]1CCCN1C(=O)[C@H](CC=C)CC(=O)NCCO,-7,-8
COc1cc(C(=O)N2CCN(c3cccc(Cl)c3)CC2)ccc1OCC(=O)N1CCOCC1,8,-6
O=C(CSc1ccc(-c2cccnc2)nn1)Nc1ccc(F)cc1F,3,-3
COc1ccc(OC)c2c1CCC2=O,-8,8

# Compounds shown so far containing a COOH group:
molecule,H9c2 TAG inh DAPI viability,H9c2 TAG inh
O=C(O)c1ccc(S(=O)(=O)Cc2ccccc2)cc1,-2,8
O=C(O)c1ccc(OCC(F)(F)F)nc1,-1,0
CC(SCc1cc(=O)n2c([nH]c3ccccc32)c1C#N)C(=O)O (stereo not given),11,7

# Next section:
molecule,H9c2 TAG inh DAPI viability,H9c2 TAG inh
Cc1cc(NC(=O)C2CCCN(S(=O)(=O)c3c(C)noc3C)C2)no1 (stereo not given),-4,-16
O=c1c2ccccc2[nH]c(=S)n1CCN1CCN(Cc2ccccc2)CC1,-2,15
CCn1c(=O)cc(OCC(=O)Nc2ccccc2N2CCN(C)CC2)c2ccccc21,-9,37
O=C(Nc1ccccc1)Nc1ccno1,6,-10
Cc1ccccc1OCC(=O)N/N=C/c1cc2ccccc2nc1Cl,-14,-23

# The list is partial, so the mix of outcomes need not match the whole.
